# Screening data (PubChem)
# CRFBP-R2 agonist: CRF-BP/CRF-R2 complex agonism | HEK293 CRF-R2/CRF-BP, calcium dye fluorescence (FLIPR); percent of saturating CRF peptide response | activation, % at 13.2 µM | actives 0.46% (n = 350,000) | AID 588473;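 active = activation of at least 50%, plus an integration ratio under a set limit after plate pattern correction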;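 note: plate controls were neutral control wells without compound for no effect and CRF at EC100 for full effect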
# CRFR2-BP antag: CRF-BP/CRF-R2 complex antagonism; HEK293 CRF-R2/CRF-BP, CRF-induced calcium fluorescence; inhibition, % at 11.8 µM; actives 0.59% (n = 350,000); AID 588475;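 active = inhibition of the ligand-induced calcium signal above about 50% at the single tested concentration, limit read from the data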
# GalR3 antagonist: human GalR3 antagonism. AID 651719. O60755. HEK293 GalR3-CNG cAMP membrane potential fluorescence; galR3 body fused to GalR1 C-terminus. inhibition, % at 3 µM. actives 0.44% (n = 360,000);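 active = inhibition above the screen-wide average plus 3 SD, cut at about 13% in these data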;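 note: forskolin and galanin both at EC90 stimulate the cells; cAMP rise reported by CNG channel membrane potential dye signal; 0% = forskolin plus galanin with DMSO and 100% = forskolin alone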
# Target sequence (O60755 1-299 limits assumed): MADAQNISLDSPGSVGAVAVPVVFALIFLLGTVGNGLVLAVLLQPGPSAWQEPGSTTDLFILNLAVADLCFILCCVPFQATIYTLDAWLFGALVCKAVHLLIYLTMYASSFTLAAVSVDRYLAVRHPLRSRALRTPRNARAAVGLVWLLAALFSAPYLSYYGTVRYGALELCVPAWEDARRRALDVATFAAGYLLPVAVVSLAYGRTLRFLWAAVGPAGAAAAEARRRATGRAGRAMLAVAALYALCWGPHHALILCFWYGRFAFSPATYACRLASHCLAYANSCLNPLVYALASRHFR
# * marks the source's active call; other numbers are inactive results; & = joins results of further samples. This is a subset; rates above refer to the full screens.
SMILES,CRFBP-R2 agonist,CRFR2-BP antag,GalR3 antagonist
Cc1nnc(SC(C)C(=O)NC2CCCCC2)[nH]c1=O (centres undefined),-0.1,2,0
Cc1cc(C)c(S(=O)(=O)N2CCC(C(=O)OCc3c(C)noc3C)CC2)c(C)c1,0.4,17,-6
Cc1ccc(S(=O)(=O)NC(CC(C)C)C(=O)N2CCN(C/C=C/c3ccccc3)CC2)cc1 (centres undefined),-0.4,4,-7
CCOc1ccc(OCC)c(NC(=O)C2C3C=CC(O3)C2C(=O)O)c1 (centres undefined),-0.8,-12,-2
Cc1ccc(-c2ccc(CN3C(C(C)C)C(=O)N(Cc4cn(Cc5ccco5)nn4)CCS3(=O)=O)cc2)cc1 (centres undefined),2.7,-23,-6
C[C@@]12C(=O)N(c3cccc(F)c3)C(=O)N1[C@H](c1ccc(Cl)cc1)[C@@H]1C(=O)N(C3CCCCC3)C(=O)[C@@H]12,-0.3,-8,-9
Cc1ccc(S(=O)(=O)NCCC(=O)NC(C)CCc2ccccc2)cc1 (centres undefined),-0.9,-2,-3
CC(C)CCN(C(=O)c1ccc(Br)cc1)c1c(N)n(Cc2ccccc2)c(=O)[nH]c1=O,-1.0,2,-5
COc1ccc(-c2cccc(NS(=O)(=O)c3ccccc3[N+](=O)[O-])c2)nn1,-1.4,1,-4
COc1ccc2c(c1)OC[C@H]1[C@H]2N2C(=O)[C@H](C)NC(=O)[C@@]2(C)[C@H]1c1ccccc1,-3.5,4,0
O=C(Cn1nc(C(=O)O)c2ccccc2c1=O)Nc1cc(S(=O)(=O)N2CCOCC2)ccc1Cl,-3.8,-7,2
Cc1ccc(NC(=O)c2ccc3c(=O)n4c(nc3c2)CCCCC4)nc1,0.5,15,-3
O=C1Nc2cccc3c2N(CCC3)C2=C1CCC2,1.7,5,-5
Cc1ccc(C)c(NC(=S)NC(=O)c2cncc(Br)c2)c1,0.1,-31,1
COc1ccccc1N(C)S(=O)(=O)c1ccc(Cl)c(C(=O)NCC2(N(C)C)CCCCC2)c1,-0.2,-2,-2
Cc1oc2ccc(O)cc2c1C(=O)c1ccc(Br)cc1,0.2,-2,-3
c1ccc2c(c1)Oc1ccccc1S2,-1.3,24,0
Cc1ccc([C@H]2C[C@@H](n3cc(COC(=O)c4ccccc4)nn3)[C@H](O)CN2C(=O)c2cccs2)cc1,-0.3,-7,-5
O=C(NN=Cc1ccc(O)cc1)c1ccccc1NS(=O)(=O)c1cccs1,2.4,-11,-2
Cn1nnnc1Sc1ncnc2scc(-c3cccc(Br)c3)c12,-1.4,9,-2
CCOc1ccc(NC(=O)CN(C)C(=O)c2cccc(S(=O)(=O)N3CCCC3)c2)cc1OCC,-0.4,8,-3
O=C(CSc1nnc2ccc(-c3ccccn3)nn12)Nc1ccccc1F,0.8,-1,-2
Cc1nn(Cc2ccccc2Cl)c(C)c1C(=O)NCC(c1cccs1)N1CCOCC1 (centres undefined),-5.2,-1,-3
CC(CCc1ccccc1)NC(=O)COC(=O)c1cccn1C (centres undefined),0.1,6,-6
Cc1nc(/N=C\c2ccc(N(C)C)cc2)sc1C,-0.2,-10,-5
COc1ccc([C@H]2CC(=O)C=C(c3ccc4c(c3)OCO4)C2)cc1,-1.4,4,-6
COc1ccc(NS(=O)(=O)c2ccc(C)c(C(=O)NCC(c3ccco3)N3CCCCC3)c2)cc1 (centres undefined),0.0,-6,-3
O=C(CCCCCCCC(=O)N1CCCC1)N1CCCC1,2.0,4,-4
CCN1C[C@@H]2[C@@H]3C(=O)N(C)C(=O)[C@@H]3[C@](Cc3ccccc3)(C1=O)N2C(=O)c1ccc(C(C)(C)C)cc1,-1.3,13,-3
O=C(COC(=O)C1CCN(S(=O)(=O)c2ccc(Cl)c(C(F)(F)F)c2)CC1)NCC1CCCO1 (centres undefined),-0.7,1,-9

# An excerpt from above in order of length of the SMILES, low to high:
SMILES,CRFBP-R2 agonist,CRFR2-BP antag,GalR3 antagonist
O=C(CCCCCCCC(=O)N1CCCC1)N1CCCC1,2.0,4,-4
O=C(CSc1nnc2ccc(-c3ccccn3)nn12)Nc1ccccc1F,0.8,-1,-2
O=C(COC(=O)C1CCN(S(=O)(=O)c2ccc(Cl)c(C(F)(F)F)c2)CC1)NCC1CCCO1 (centres undefined),-0.7,1,-9

# (cont.)
SMILES,CRFBP-R2 agonist,CRFR2-BP antag,GalR3 antagonist
COc1ccc(S(=O)(=O)N2CCN(C(=O)[C@H](Cc3ccccc3)NC(=O)c3ccco3)CC2)cc1,2.0,-8,-5
CCN(CC)c1ccc(NC(=O)C2=CC=CN3CCS(=O)(=O)N=C23)cc1,-0.7,1,-1
O=C1c2ccccc2C(=O)N1N=Cc1ccc2c(c1)OCO2,-1.0,14,-6
Cc1ccc(S(=O)(=O)OCCC2=CC(=O)CCN2Cc2ccccc2)cc1,-1.5,-3,-5
O=C(CSc1nnc(-c2ccccc2)o1)NC1CC1,6.7,2,0
O=C(CSc1nc2[nH]c(=O)cc(O)c2s1)Nc1ccc(Cl)c(C(F)(F)F)c1,1.2,-5,-3
O=C(CNC(=O)c1ccccc1)OCC(=O)c1ccc(Cl)s1,-2.1,0,-6
O[C@H]1C[C@H](c2ccc(Cl)cc2)N(Cc2cccs2)C[C@@H]1n1cc(C2CC2)nn1,6.7,-14,-6
CCCCOCCOCCOCCCC,-2.7,0,-2
C[C@H]1Cn2cnc(C(=O)NCc3ccc(CNC(=O)OC(C)(C)C)cc3)c2C(=O)N1,-0.1,4,-6

# Three of the compounds above, as labelled records:
O=C(CSc1nnc2ccc(-c3ccccn3)nn12)Nc1ccccc1F
  CRFBP-R2 agonist: 0.8
  CRFR2-BP antag: -1
  GalR3 antagonist: -2
Cc1nn(Cc2ccccc2Cl)c(C)c1C(=O)NCC(c1cccs1)N1CCOCC1 (centres undefined)
  CRFBP-R2 agonist: -5.2
  CRFR2-BP antag: -1
  GalR3 antagonist: -3
CC(CCc1ccccc1)NC(=O)COC(=O)c1cccn1C (centres undefined)
  CRFBP-R2 agonist: 0.1
  CRFR2-BP antag: 6
  GalR3 antagonist: -6

# (continued)
SMILES,CRFBP-R2 agonist,CRFR2-BP antag,GalR3 antagonist
CCOC(=O)C1=C(COC(=O)COc2ccccc2C=O)NC(=O)NC1C (centres undefined),-2.4,-2,-6
O=C(COC(=O)c1c2c(nc3ccccc13)/C(=C\c1ccco1)CC2)NC1CCCC1,0.0,2,-6
CC(C)C(=O)Nc1ccc(COc2ccccc2CN(Cc2ccccc2)C(=O)OC(C)(C)C)cc1,1.5,1,2
CC(C)Cn1cnc2c(SCc3ccccn3)nc(N)nc21,-3.3,17,-5
Cc1cccc(C(=O)NCC(=O)NCC(c2ccco2)N2CCCCC2)c1 (centres undefined),1.0,-5,-5
O=[N+]([O-])c1ccccc1Nc1cccc(F)c1,-4.4,30,-5
CC(=O)NC12CC3CC(C1)CC(C(=O)N(C)CC(=O)Nc1cccc(F)c1)(C3)C2,0.8,3,-2
Cc1cc(C(=O)OCC(=O)Nc2ccccc2C(F)(F)F)on1,-1.6,8,-6
COc1ccc(OC)c(-c2nn(-c3ccccc3)cc2C(=O)NC2(C)CCS(=O)(=O)C2)c1 (centres undefined),-1.9,-2,-3
Cc1ccc(S(=O)(=O)N2CCC[C@H]2C(=O)Nc2ccccc2Cl)cc1,-2.7,4,-4
O=C(CSc1ccccc1F)NNC(=O)c1ccncc1,-0.7,5,1
CN1C2=C(C(=O)CC(C)(C)C2)C(c2cccs2)C2=C1CC(C)(C)CC2=O,-0.2,-15,-7
COc1cccc(CN(C)C(=O)CCC(=O)c2cc(Br)ccc2OC)c1,0.1,-22,-7
Cc1ccc(NC(=O)CN(C)C(=O)c2ccccc2Cc2ccccc2)cc1,0.5,-8,-1
C=CCn1c(SCC(=O)N2CCCC2=O)nc2sc(CC)cc2c1=O,-1.9,-2,-6
NS(=O)(=O)c1ccc(NC(=O)COC(=O)c2ncc(Cl)c(Cl)c2Cl)cc1,-0.1,3,-6
O=C(CN1C(=O)NC(Cc2ccccc2)C1=O)Nc1ccccc1OC(F)F (centres undefined),5.1,2,-2
Cc1ccc(S(=O)(=O)N2CCN(C(=O)CN3C(=O)NC(C)(c4ccc5ccccc5c4)C3=O)CC2)cc1 (centres undefined),0.9,3,-6
CN(CC(=O)Nc1ccccc1C(F)(F)F)C(=O)COc1ccccc1Cc1ccccc1,2.2,-6,-6
CCc1ccc(C(=O)COC(=O)C2CCN(c3ccc(C(F)(F)F)cn3)CC2)cc1,3.4,-15,5
COc1ccc(NC(=O)N(C)C[C@H]2Oc3c(NS(=O)(=O)c4ccc(OC)cc4)cccc3C(=O)N([C@H](C)CO)C[C@@H]2C)cc1,-2.0,-8,-2
CC(C)C(NC(=O)c1ccc(Cl)cc1Cl)C(=O)NCCc1ccccn1 (centres undefined),0.2,-10,0
CCOc1ccc(NC(=O)CN(C)C(=O)c2ccccc2SCC(=O)N2CCCC2)cc1OCC,-1.0,1,-1
Cc1nc(C)c(-c2csc(Nc3ccc(Cl)cn3)n2)s1,-0.5,8,-4
O=C(COc1coc(CN2CCN(c3ccccc3)CC2)cc1=O)N1CCc2ccccc21,-3.3,9,-3
CC[C@]12c3[nH]c4ccc(OC)cc4c3CCN1C(=O)C(CC(=O)NCC13CC4CC(CC(C4)C1)C3)C[C@@H]2C(=O)N1CCN(C(=O)C2CC2)CC1 (some centres undefined),-1.4,0,-4
C[C@@H]1CN([C@@H](C)CO)C(=O)CCCn2nncc2CO[C@H]1CN(C)C(=O)Nc1ccc2c(c1)OCO2,-0.8,-10,-6
COCCNc1nc2c(c(=O)n(C)c(=O)n2C)n1CCCc1ccccc1,-0.8,8,-6
CCN1CCN(C(=O)N[C@@H](C(=O)N[C@@H]2C(=O)N3C(C(=O)O)=C(CSc4nnnn4C)CS[C@H]23)c2ccc(O)cc2)C(=O)C1=O,-0.5,6,-2
COc1ccc(-c2ccc(-c3nc4ccc(C)cn4c3NC3CCCCC3)cc2OC)cc1,0.2,-3,-6&-9
O=C(CSc1nnc(C2CC2)n1-c1ccccc1)N1CCNC1=O,1.3,7,-5
CCc1noc(C)c1C(=O)Nc1cc(Cl)ccc1N1CCOCC1,1.2,6,-5
C[C@@H](O)[C@H]1O[C@]2(C)CCC[C@H]1O2,-0.2,2,-2
Cc1ccc(NC(=O)Cc2nc(COC(=O)c3c(F)cccc3Cl)cs2)cc1,0.6,-1,-4
CC(=O)c1nn(-c2ccc(C)cc2)cc1C(=O)c1cccc(Br)c1,0.1,-4,-4
CCN(CC(=O)Nc1ccccc1C(F)(F)F)C(=O)CSCc1ccc(C)cc1,-1.9,-4,-5
O=C1c2ccccc2NC(c2ccc(Br)o2)N1O (centres undefined),0.7,-3,-3
COc1ccc(Br)c(C(=O)Nc2cccc(S(=O)(=O)N3CCOCC3)c2)c1,0.3,4,-4
O=C(O)c1cccc2c1-c1ccc(Cl)cc1C2,-1.3,7,-5
C[C@H](CO)N1C[C@H](C)[C@@H](CN(C)C(=O)Nc2ccc(C(C)(C)C)cc2)OCc2cnnn2CCCC1=O,-1.1,-4,-7
Cc1cc(Br)c(NC(=O)CN2C(=O)NC3(CCOc4ccccc43)C2=O)c(Br)c1 (centres undefined),-2.0,-17,-1
CC(=O)c1ccc(NC(=O)CSc2ccc(-c3ccc(-n4cccn4)cc3)nn2)cc1,3.8,-9,0
COc1ccccc1NS(=O)(=O)c1cc(C(=O)NCC(C)(C)N2CCOCC2)ccc1C,-0.3,17,-4
O=C(O)c1cc2cc(S(=O)(=O)O)ccc2cc1O,-0.4,18,-3
CCN(C(=O)CSc1nnc(Nc2ccc(OC)cc2)s1)C1CCS(=O)(=O)C1 (centres undefined),0.2,2,-4
CCOc1ncccc1C(=O)Nc1cccc(S(=O)(=O)N2CCCCC2)c1,-3.6,1,-5
O=C(CN1C(=O)C2CCCCC2C1=O)NC1CCCc2ccccc21 (centres undefined),-1.0,4,-1
CN(C)c1ccc2cc(S(=O)(=O)O)cc(O)c2c1,-2.5,10,0
O=C(COC(=O)C1CCC1)Nc1cccc(Cl)c1,-1.2,9,-4
CC(=O)Nc1ccc(NC(=O)C(C)OC(=O)c2c(C)nn(-c3ccccc3)c2Cl)cc1 (centres undefined),-4.2,5,-3
CCCN=C1N(CC)C[C@@H]2[C@@H]3C(=O)N(C)C(=O)[C@@H]3[C@](Cc3ccccc3)(C(=O)OC)N12,-1.5,-6,-3
Cc1noc(C)c1COc1ccc(C(=O)N2CCN(c3cccc(Cl)c3)CC2)cc1,3.7,0,-1

# Two records drawn at random from those above, as already listed:
SMILES,CRFBP-R2 agonist,CRFR2-BP antag,GalR3 antagonist
CC(=O)c1ccc(NC(=O)CSc2ccc(-c3ccc(-n4cccn4)cc3)nn2)cc1,3.8,-9,0
O=C(CN1C(=O)C2CCCCC2C1=O)NC1CCCc2ccccc21 (centres undefined),-1.0,4,-1
